TRPV1 agonist – activates the human vanilloid receptor TRPV1 | activation, % at 8.33 µM | hit rate 0.19% among 320,000 | Q8NER1 | TRPV1-expressing cells, Fluo-8 calcium influx, agonist mode; in the data active = activation above about 80%; inconclusive = between about 30% and that limit; also: 0% is about no effect
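Fluo-8 calcium influx in TRPV1-expressing cells, kinetic read (ex 480/em 520 nm). Compound added and read 3 min for agonist activity, followed by capsaicin at EC20 final and 2 min further read for enhancement.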
A-T KAP1 phos – potential ataxia-telangiectasia treatments restoring KAP-1 phosphorylation | […] A-T fibroblasts, KAP-1 phosphorylation AlphaLISA; neocarzinostatin DNA damage 30 min before lysis | Potency, µM (series often up to 57.5 µM), inactives show at the top dose activation, hits mostly activators | hit rate 0.19% among 320,000 | AID 485349; also: potency is read from the fitted curve at half-maximal effect; % of control where 0% means no effect; nearly all actives have a fitted effect of over 45% in size
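hTERT-immortalized A-T patient fibroblasts ([…]), 500 cells/well in OPTI-MEM, 1% FBS, got compounds for 60 min, then NCS for 30 min at 37C. Lysates were then assayed for phospho-KAP-1 by AlphaLISA (anti-pKAP1 donor, anti-KAP1 acceptor beads), 6 hr at 25C.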
ELG1 DNA repair – inhibitors of ELG1-dependent DNA repair in HEK293T cells. HEK293T ELG1-luciferase reporter, luminescence, 16 h; DNA damage induced by 5-fluorouridine. Potency, µM (doses to about 46.1 µM), for the others: at the highest dose activity change, negative = inhibition, most hits filed as inhibitors. hit rate 2.3% among 330,000. AID 504467; also: potency is read from the fitted curve at half-maximal effect; % is scaled to controls: 0 for no effect and ±100 for the full control effect; nearly all actives have a fitted effect of over 55% in size
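Overnight (16 hr) co-exposure of 2,000 cells/well to 5-fluorouridine and compound at 37 °C preceded detection. Luciferase was quantified via ONE-Glo luminescence; loss of signal denotes inhibition.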
MLL CXXC-DNA inh – MLL CXXC-DNA interaction inhibition; Q03164; MLL-CXXC / FITC-HOXA9 DNA fluorescence polarization; Potency, µM (series often up to 115 µM), for inactives: at the highest dose activity change, negative = inhibition, most hits filed as inhibitors; hit rate 0.037% among 290,000; active = well fitted inhibition curve with a large enough effect in the polarisation, with a control signal flat, not every such curve was filed as active; inconclusive = small, poorly fitted or top-dose-only effect, or effect the other way, or a change in a side signal; inactive = no such curve, though single readings can be large or run the other way; the % refers to the polarisation; also: potency is read from the fitted curve at half-maximal effect
Target sequence (Q03164 whole entry, looked up): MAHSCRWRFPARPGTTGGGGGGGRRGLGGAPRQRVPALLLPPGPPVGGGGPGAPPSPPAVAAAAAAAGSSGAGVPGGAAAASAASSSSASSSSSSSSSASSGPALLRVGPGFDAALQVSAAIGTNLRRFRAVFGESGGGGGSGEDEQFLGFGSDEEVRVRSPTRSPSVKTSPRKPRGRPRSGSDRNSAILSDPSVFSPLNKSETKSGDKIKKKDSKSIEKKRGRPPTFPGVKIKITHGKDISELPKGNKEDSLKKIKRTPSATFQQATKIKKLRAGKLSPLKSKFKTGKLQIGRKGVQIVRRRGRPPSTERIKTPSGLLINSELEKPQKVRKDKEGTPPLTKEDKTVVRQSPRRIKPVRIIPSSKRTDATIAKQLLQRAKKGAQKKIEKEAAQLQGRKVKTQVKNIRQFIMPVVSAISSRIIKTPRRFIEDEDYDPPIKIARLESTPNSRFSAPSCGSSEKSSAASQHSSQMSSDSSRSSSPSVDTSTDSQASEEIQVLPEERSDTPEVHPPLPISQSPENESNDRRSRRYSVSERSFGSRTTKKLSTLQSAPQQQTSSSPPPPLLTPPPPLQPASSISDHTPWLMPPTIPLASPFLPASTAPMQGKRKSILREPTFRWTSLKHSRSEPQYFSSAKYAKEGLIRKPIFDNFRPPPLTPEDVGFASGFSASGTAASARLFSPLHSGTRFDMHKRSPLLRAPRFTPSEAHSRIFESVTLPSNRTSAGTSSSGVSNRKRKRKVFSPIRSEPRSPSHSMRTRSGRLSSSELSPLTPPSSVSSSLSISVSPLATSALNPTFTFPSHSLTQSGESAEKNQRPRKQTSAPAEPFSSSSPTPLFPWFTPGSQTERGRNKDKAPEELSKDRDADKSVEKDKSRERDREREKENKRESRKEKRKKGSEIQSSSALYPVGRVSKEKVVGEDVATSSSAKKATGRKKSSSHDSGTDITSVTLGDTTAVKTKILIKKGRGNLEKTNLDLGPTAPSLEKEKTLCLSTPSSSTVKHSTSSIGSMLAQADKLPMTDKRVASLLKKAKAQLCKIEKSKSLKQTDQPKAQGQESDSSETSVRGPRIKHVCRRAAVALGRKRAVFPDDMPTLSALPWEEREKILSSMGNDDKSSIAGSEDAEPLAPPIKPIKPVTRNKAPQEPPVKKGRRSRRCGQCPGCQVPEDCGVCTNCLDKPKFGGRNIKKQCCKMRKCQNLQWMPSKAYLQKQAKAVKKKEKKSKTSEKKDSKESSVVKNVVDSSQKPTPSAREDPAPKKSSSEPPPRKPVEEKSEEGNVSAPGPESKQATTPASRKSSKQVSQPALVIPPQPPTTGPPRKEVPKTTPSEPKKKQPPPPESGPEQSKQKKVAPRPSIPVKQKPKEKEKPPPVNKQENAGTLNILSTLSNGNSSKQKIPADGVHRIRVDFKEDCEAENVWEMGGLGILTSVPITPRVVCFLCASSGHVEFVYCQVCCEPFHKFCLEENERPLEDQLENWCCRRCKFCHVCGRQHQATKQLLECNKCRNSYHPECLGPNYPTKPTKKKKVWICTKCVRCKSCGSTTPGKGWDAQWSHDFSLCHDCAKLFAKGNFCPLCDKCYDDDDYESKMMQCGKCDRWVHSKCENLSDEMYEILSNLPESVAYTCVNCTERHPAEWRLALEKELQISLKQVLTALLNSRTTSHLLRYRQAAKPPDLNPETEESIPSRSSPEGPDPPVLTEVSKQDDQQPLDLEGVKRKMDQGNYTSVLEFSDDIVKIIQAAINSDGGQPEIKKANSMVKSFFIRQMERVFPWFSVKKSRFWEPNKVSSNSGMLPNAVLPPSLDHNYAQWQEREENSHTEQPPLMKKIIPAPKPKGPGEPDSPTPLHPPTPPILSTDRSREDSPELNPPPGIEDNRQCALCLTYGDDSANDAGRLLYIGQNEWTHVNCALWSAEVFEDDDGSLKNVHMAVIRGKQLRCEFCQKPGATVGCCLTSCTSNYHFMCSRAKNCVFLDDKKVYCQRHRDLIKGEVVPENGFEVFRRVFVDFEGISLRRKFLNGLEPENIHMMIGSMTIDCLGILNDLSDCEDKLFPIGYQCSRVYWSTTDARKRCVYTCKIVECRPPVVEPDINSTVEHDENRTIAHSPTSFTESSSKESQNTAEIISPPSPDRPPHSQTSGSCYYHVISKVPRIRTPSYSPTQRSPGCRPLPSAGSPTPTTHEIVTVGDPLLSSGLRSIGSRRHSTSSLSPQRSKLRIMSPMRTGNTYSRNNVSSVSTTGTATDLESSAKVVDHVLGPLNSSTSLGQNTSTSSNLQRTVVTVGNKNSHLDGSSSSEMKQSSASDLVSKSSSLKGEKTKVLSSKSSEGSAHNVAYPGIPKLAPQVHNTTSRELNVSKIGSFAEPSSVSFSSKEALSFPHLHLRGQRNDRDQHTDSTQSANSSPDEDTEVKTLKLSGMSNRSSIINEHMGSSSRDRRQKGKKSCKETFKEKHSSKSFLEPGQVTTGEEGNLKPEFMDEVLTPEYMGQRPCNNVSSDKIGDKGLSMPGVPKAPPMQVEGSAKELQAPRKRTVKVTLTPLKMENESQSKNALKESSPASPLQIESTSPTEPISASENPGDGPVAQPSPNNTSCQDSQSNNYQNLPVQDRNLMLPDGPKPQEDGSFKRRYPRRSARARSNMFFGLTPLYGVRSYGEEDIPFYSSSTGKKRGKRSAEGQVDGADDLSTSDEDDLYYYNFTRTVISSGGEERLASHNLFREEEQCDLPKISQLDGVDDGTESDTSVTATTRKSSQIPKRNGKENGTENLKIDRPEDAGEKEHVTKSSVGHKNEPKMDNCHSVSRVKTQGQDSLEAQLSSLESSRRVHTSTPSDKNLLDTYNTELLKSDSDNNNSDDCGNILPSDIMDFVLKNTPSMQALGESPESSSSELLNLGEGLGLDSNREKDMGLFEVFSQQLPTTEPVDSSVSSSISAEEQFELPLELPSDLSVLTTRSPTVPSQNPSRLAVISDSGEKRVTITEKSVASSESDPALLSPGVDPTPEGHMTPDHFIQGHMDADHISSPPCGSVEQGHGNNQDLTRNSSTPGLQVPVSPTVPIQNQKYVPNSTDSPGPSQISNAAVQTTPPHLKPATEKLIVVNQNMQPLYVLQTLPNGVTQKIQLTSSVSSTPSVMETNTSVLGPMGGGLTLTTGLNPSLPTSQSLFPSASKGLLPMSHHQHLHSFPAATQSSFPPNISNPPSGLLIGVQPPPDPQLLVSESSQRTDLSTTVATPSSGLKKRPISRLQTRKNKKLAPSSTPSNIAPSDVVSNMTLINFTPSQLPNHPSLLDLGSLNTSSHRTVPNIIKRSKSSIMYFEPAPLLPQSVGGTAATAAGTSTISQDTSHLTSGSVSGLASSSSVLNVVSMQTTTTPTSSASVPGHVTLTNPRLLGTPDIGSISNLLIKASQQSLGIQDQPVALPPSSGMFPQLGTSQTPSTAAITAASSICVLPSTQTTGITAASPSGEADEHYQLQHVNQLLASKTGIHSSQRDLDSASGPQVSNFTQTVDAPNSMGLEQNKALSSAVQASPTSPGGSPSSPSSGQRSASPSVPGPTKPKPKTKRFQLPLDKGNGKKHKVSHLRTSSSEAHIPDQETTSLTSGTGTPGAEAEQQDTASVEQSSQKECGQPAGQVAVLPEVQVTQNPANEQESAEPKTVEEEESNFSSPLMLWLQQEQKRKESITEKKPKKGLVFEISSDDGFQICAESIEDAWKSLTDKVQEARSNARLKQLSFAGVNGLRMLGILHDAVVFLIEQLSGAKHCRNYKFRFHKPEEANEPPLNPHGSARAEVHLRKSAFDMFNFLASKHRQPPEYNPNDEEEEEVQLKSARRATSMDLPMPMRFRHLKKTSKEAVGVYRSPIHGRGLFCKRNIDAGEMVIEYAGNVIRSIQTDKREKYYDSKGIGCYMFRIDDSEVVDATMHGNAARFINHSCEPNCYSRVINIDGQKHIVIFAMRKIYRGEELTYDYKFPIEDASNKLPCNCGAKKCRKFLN
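Steps: dispense CXXC domain solution (7 uM) → pin compounds or unlabeled HOX-A9 DNA control → 5 min ambient → add FLSN-HOX-A9 solution (50 nM) → spin → 30 min ambient → fluorescence polarization. Tris pH 7.5/NaCl/DTT/BSA buffer.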
B2AR arrestin – beta2AR (human) beta-arrestin recruitment activity. P07550. beta-arrestin recruitment to beta2AR, cell-based reporter. Potency, µM (titrated, usually from 46.1 µM), for the others: at the highest dose activation, usual class: activators. hit rate 0.02% among 330,000. AID 492947;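 also: potency is read from the fitted curve at half-maximal effect; 0% = DMSO controls and full agonism = EC100 isoproterenol or metaproterenol; nearly all actives have a fitted effect of over 65% in size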
Integrin act MD – integrin-mediated muscular dystrophy alleviation activation. hit rate 0.064% among 350,000. Potency, µM (doses to about 38.3 µM), for inactives: top-dose activation, hits mostly activators. alpha7betagal myoblasts, beta-gal FDG fluorescence, 48 h. AID 624291;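 also: potency is read from the fitted curve at half-maximal effect; 100% = response of the positive control SU9516; nearly all actives have a fitted effect of over 60% in size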
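alpha7betagal+/- myoblasts (passage 13, 250/well) treated 48 h at 37C with compounds at 1:260 dilution of DMSO stock. Lysed, then beta-galactosidase activity read as FDG fluorescence (ex 480/em 540) after 30 min, with pre-read for autofluorescence.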
BRCA1 expr up – BRCA1 expression activation | Potency, µM (titrated, usually from 46.1 µM), without a hit: top-dose activation, hits mostly activators | MCF7-BRCA1-FFLuc reporter, luminescence, 48 h; response scale: scaled: vehicle 0%, 10 µM genistein 100% | hit rate 1.1% among 380,000; also: potency is read from the fitted curve at half-maximal effect; nearly all actives have a fitted effect of over 80% in size; some results filed as inactive show a strong effect at the top dose
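Activators of BRCA1 expression were detected as increased firefly luciferase luminescence in engineered MCF7 cells after 48 h compound incubation. Signals were scaled to genistein 10 microM as full activation.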
p53 reactivation – re-activators of mutant p53; Potency, µM (titrated, usually from 92.2 µM), for inactives: at the top dose activity change, positive = activation, hits mostly activators; H1299 p53-A138V BP100-luciferase reporter, luminescence, 24 h; hit rate 0.063% among 320,000; also: potency is read from the fitted curve at half-maximal effect; % of control where 0% means no effect; nearly all actives have a fitted effect of over 45% in size
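H1299 (p53-null), stable ts p53-A138V + BP100-Luc; 1000 cells/well, Opti-MEM/10% FBS; cpd 4 pt, 1:5; 24 h, 37 deg C, 5% CO2; detection reagent 10 min RT; luminescence.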
TCR activator – T cell receptor activation; Potency, µM (highest dose often 9.22 µM), inactives show at the highest dose activation of IL-2 secretion, hits mostly activators; AID 504894; 330,000 tested, under 10 active; primary human leukocytes, anti-CD3, IL-2 HTRF, 48 h; also: % of control where 0% means no effect
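IL-2 produced over 48 hr by a-CD3 bead-stimulated primary human leukocytes exposed to compounds was detected with a homogeneous time-resolved FRET immunoassay, 665nm acceptor signal after 320nm excitation.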
TSG101-PTAP inh – blocks PTAP/TSG101 interaction to inhibit HIV-1 budding. Fluorescence polarization, FITC-PTAP peptide / Tsg101 binding. Potency, µM (titrated, usually from 115 µM), without a hit: top-dose activity change, negative = inhibition, hits mostly inhibitors. 340,000 tested, under 10 active. AID 493005; active = well fitted inhibition curve with a large enough effect in the main read-out, with a control signal flat, not every such curve was filed as active; inconclusive = small, poorly fitted or top-dose-only effect, or effect the other way, or a change in a side signal; inactive = no such curve, though single readings can be large or run the other way; also: potency is read from the fitted curve at half-maximal effect; % of control where 0% means no effect
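Fluorescence polarization binding of Tsg101 binding domain (10 uM final) to FITC-labeled PTAP peptide (50 nM final) in HEPES pH 7.5 buffer with NaCl, Tween 20, EDTA, TCEP. Compounds added before peptide; binding 20 min at RT.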
* = called active by the depositor; ? = inconclusive; . = not tested or not shown; & = joins results of further samples; [ ] = dose if it differs, or a comment. Unless noted, calls follow the shape of the dose curve; as a rule, active = well fitted curve in the direction sought with a large enough effect; inconclusive = small, poorly fitted or top-dose-only effect, or another doubt; inactive = no such curve, though single readings can be large; an effect the other way counts as inactive or inconclusive.

SMILES | TRPV1 agonist | A-T KAP1 phos | ELG1 DNA repair | MLL CXXC-DNA inh | B2AR arrestin | Integrin act MD | BRCA1 expr up | p53 reactivation | TCR activator | TSG101-PTAP inh
O=[N+]([O-])c1ccc(C=Nc2ccc(Cl)cc2Cl)s1 | -1.1 | -5.3% | ? | -21.8% | -0.1% | -68.3%[inhibitor] | -110.5%[inhibitor] | -11.2% | 1.1% | -15.0%
CS(=O)(=O)c1cccc(C(=O)OCC(=O)NCc2cccs2)c1 | -1.5 | -12.5% | 22.6% | . | 0.3% | -3.0% | 5.3% | 0.2% | . | -0.6%
Cn1cc(Cl)c(C(=O)NC2CCCC2)n1 | -3.3 | 11.9% | -5.5% | 1.2% | -0.4% | -3.9% | 13.2% | -3.0% | 3.9% | -0.9%
CN(C)/C=C/C(=O)c1ncc(C(F)(F)F)cc1Cl | 1.8 | -3.0% | -3.9% | -1.3% | -0.1% | 7.4% | -4.4% | -3.7% | . | -1.8%
COc1cc(OC)cc(-c2c(-c3cccs3)c3cc(-c4ccc5c(c4)OCO5)ccc3n2C)c1 | 0.8 | -2.0% | 11.8% | . | 0.3% | -0.1% | -1.8% | -0.8% | 3.6% | -3.6%
COc1cc2ncnc(NCc3ccco3)c2cc1OC | -3.9 | 1.0% | ? | 0.2% | -0.8% | ? | -7.4% | -6.9% | 4.2% | 5.2%
COc1ccc(N2CCN(C(=O)C(C)(C)Oc3ccc(Cl)cc3)CC2)cc1 | 23.7 | 10.8% | -25.7% | -3.5% | 0.0% | -5.6% | -25.6% | -1.3% | 0.7% | -0.8%
CCOc1ccc(N2CC(C(=O)N3CCN(C(=O)c4ccco4)CC3)CC2=O)cc1 (stereo not given) | -6.2 | 6.8% | 11.5% | -5.8% | 0.3% | 11.3% | 10.9% | -4.4% | 4.4% | -2.3%
Cc1sc2nc(CN3CCCC3)nc(NCc3ccncc3)c2c1C | 3.1 | 19.0% | 16.8% | 10.9% | 0.6% | 4.5% | -4.4% | -5.1% | 2.8% | -4.1%
COc1ccc(CN2CCNC(=O)C2CC(=O)NCCSc2nccn2C)cc1OC (stereo not given) | 0.2 | -3.1% | 15.3% | -1.5% | 0.0% | -5.6% | 22.5% | -1.1% | -2.9% | -0.4%
CCCC(c1nnnn1CCOC)N1CCN(c2cccc(OC)c2)CC1 (stereo not given) | 6.3 | 4.9% | -3.7% | -7.1% | 0.2% | -4.7% | -13.2% | -6.8% | 1.5% | -1.6%
COc1cccc(C2=CC(c3cc(OC)ccc3OC)n3nnnc3N2)c1 (stereo not given) | 3.4 | 8.1% | ? | 11.9% | -0.2% | -55.5%[inhibitor] | -63.4% | 15.3% | 0.9% | -4.3%
Cc1ccc(N(CC(=O)NCC2CCCO2)S(=O)(=O)c2ccccc2)c(C)c1 (stereo not given) | 10.4 | 1.7% | 1.2% | -3.1% | -0.3% | 8.6% | -3.0% | 27.6% | -8.5% | -0.2%
CC(C)Sc1oc(-c2ccco2)nc1S(=O)(=O)c1ccc(F)cc1 | 9.4 | . | -10.9% | 2.5% | -0.2% | 1.7% | 4.0% | -4.1% | 1.0%[46.1 µM] | -3.6%
COc1cc(OC)nc(NC(=O)CS(=O)(=O)c2ccccc2)n1 | -3.7 | 6.2% | 2.5% | -6.2% | 0.1% | 34.4% | -4.8% | -2.5% | 4.1% | -7.0%
Cc1ccc(/C=c2\sc3nc(-c4ccccc4Br)nn3c2=O)o1 | 2.9 | -4.3% | -9.8% | 17.0% | -0.8% | -15.7% | 0.9% | -2.1% | 1.0% | 4.4%
CC(=O)c1ccc(OC(C)C)c(CSc2nc(O)cc(=O)[nH]2)c1 | -1.0 | -19.9% | 11.8% | 1.7% | -0.7% | -14.4% | -8.6% | 2.8% | -0.8% | 0.7%
COc1cc(C(=O)NNC(=O)CNC(=O)c2ccc(Br)o2)cc(OC)c1OC | -0.5 | 9.6% | 1.0% | 13.1% | -0.6% | 2.6% | 28.4% | 3.9% | -0.7% | -4.5%
COc1ccccc1C(=O)NC(=S)Nc1ccc(N2CCN(C(=O)c3ccco3)CC2)cc1 | -4.2 | 14.6% | 13µM* | -13.2% | -0.1% | -0.6% | -1.7% | -4.8% | -1.8% | -0.2%
O=C(OCC(O)C(O)C(O)COC(=O)c1ccccc1)c1ccccc1 (stereo not given) | . | . | . | . | . | -9.3% | 28.7% | . | -3.2% | 0.2%
COc1ccc(S(=O)(=O)Cc2ccc(C(=O)NCCc3cc(OC)ccc3OC)o2)cc1 | -0.5 | 1.6% | ? | 6.5% | -0.3% | 0.0% | -4.5% | -6.7% | -0.9% | -5.3%
COc1ccc(OCCn2cc(/C(N)=N/O)c3ccccc32)cc1 | -3.9 | -0.9% | 12.0% | 0.8% | 0.0% | -24.3% | -21.7% | -5.9% | -0.6% | -10.5%
Cc1ccc(NC(=O)CN(C)C(=O)C2CCC2)cc1 | . | . | . | . | . | 3.7% | 22.1% | . | -5.4% | -4.9%
CCn1c(=O)c(C(=O)NC(C)C)c(O)c2ccccc21 | 1.9 | 5.7% | -6.5% | 0.6% | -1.0% | -17.3% | -30.9% | -3.5% | 1.1% | -3.0%
COc1cc(OC)cc(C(=O)NC2CCN(Cc3nnnn3Cc3ccc(F)cc3)CC2)c1 | 0.1 | -4.0% | ? | 11.5% | 0.0% | -2.1% | -14.3% | -2.0% | 8.3% | -5.7%
Additional entries
SMILES | TRPV1 agonist | A-T KAP1 phos | ELG1 DNA repair | MLL CXXC-DNA inh | B2AR arrestin | Integrin act MD | BRCA1 expr up | p53 reactivation | TCR activator | TSG101-PTAP inh
O=C(Nc1ccc2c(c1)Cc1ccccc1-2)c1ccncc1 | 81.2* | 0.8% | ? | 12.6% | 3.1% | -18.8% | 43.7% | 26.7% | 4.7%[46.1 µM] | -9.2%
COc1ccc(NS(=O)(=O)c2ccc3[nH]c(=O)[nH]c3c2)cc1OC | 0.3 | -5.9% | 0.1% | 6.3% | -0.6% | -17.7% | -12.7% | 0.6% | 4.0% | 0.0%
C/C(=N\OCC(=O)OCC(=O)Nc1cc(S(C)(=O)=O)ccc1Cl)c1ccc2c(c1)OCO2 | -0.8 | -4.4% | 20.6% | . | 0.0% | 37.5% | 28.7% | 2.7% | . | -0.6%
O=S(=O)(O)c1ccc(N2N=C(c3ccccc3)CC2c2ccccc2)cc1 (stereo not given) | 11.9 | ? | 8.1% | -2.8% | 0.1% | -1.6% | 5.7% | 0.0% | -11.2% | -18.4%
CCCCCCC1CCC(C(=O)Nn2c(C)nc3ccccc3c2=O)CC1 (stereo not given) | 29.9 | -6.9% | 6.6% | -0.7% | 0.0% | -14.2% | -0.9% | -3.0% | 2.5% | -3.3%
O=[N+]([O-])c1ccccc1/C=N/NC1=NCCN1 | . | . | . | . | . | 10.9% | 15.1% | . | -8.0% | -1.9%
Cc1ccccc1OCC(=O)OCC(=O)N1CCc2ccccc21 | 5.1 | 10.1% | 15.4% | . | -0.4% | 1.2% | -0.7% | 11.3% | -0.1% | -1.0%
CC(=O)n1cc(/C=N/NC(=O)c2ccc([N+](=O)[O-])cc2)c2ccccc21 | -3.0 | 22.8% | -1.9% | 5.7% | -0.4% | 2.2% | 11.1% | 4.2% | 4.7% | -0.7%
C[n+]1nc(Nc2cccc3ccccc23)sc1-c1ccc(C(=O)O)cc1 | 0.9 | 4.5% | ? | 9.5% | -0.1% | . | . | 10.0% | . | .
O=C1C2=C(c3ccccc31)[N+](=O)[C@@H]1CCCC[C@@H]1N2[O-] | 1.2 | -1.8% | ? | -10.1% | -0.3% | -21.7% | 11.0% | -3.8% | . | -4.8%
COc1ccc([C@H]2/C=C\CN(S(=O)(=O)c3cccc4cccnc34)[C@@H](C)C(=O)N2Cc2ccc(F)cc2)cc1 | . | . | . | . | . | 2.0% | -30.5% | . | -1.9% | 0.3%
O=C(c1ccc(Cl)c(S(=O)(=O)N2CCc3ccccc32)c1)N1CCN(c2ccccc2O)CC1 | . | 8.0% | ? | . | -0.7% | -35.8% | -75.8% | 0.7% | -9.0%[46.1 µM] | 0.6%
O=C(O)c1ccc(N2C(=O)CC(N3CCN(c4cccc(Cl)c4)CC3)C2=O)cc1 (stereo not given) | -2.9 | 3.3% | ? | -10.4% | 0.2% | 11.9% | -5.9% | . | . | -2.1%
COc1ccc(S(=O)(=O)N(CCc2ccccc2)CC(N)=O)cc1 | 3.9 | -5.0% | 20.7% | -10.4% | 0.3% | 26.5% | -12.1% | 0.4% | -4.9% | 0.8%
CCCCN(CC)CCNC(=O)C1CCN(S(=O)(=O)c2cccc3nsnc23)CC1 | 1.4 | 1.3% | 6.9% | 13.4% | -0.3% | -17.7% | -2.2%&-11.7% | 1.6% | -2.1% | -4.5%
O=C(NC1CCCC1)c1cccc2c1C(=O)c1ccc(Cl)cc1S2(=O)=O | -0.3 | -0.5% | 19.4% | . | 0.3% | 16.9% | -0.5% | -1.7% | 2.7% | .
